# High-throughput results deposited in PubChem BioAssay by several laboratories.
# EBV LMP1 NFkB: EBV LMP1-driven NF-kappaB luciferase reporter inhibitors, primary screen, cell-based, luminescence, single point. 350,000 compounds, 0.69% hits. AID 504558, 2011. inhibition, % at 12.5 µM. LMP1-induced NF-kappaB luciferase reporter cells; in the data active = inhibition above about 41%;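 note: 0% = neutral control wells and 100% = reference inhibitor control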
# NR2F2 inh: NR2F2 transcriptional activity inhibitors, primary screen, cell-based, luciferase reporter, HEK293T, luminescence; COUP transcription factor 2 (Homo sapiens), P24468; HEK293T NGFI-A luciferase reporter; inhibition, % at 8.6 µM; 370,000 compounds, 0.7% hits; AID 686940, 2013;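 active = inhibition above a per-plate cutoff, mean inhibition of test wells between control levels plus 3 SD, cut at about 38% in these data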;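 note: cells cotransfected with COUP-TFII expression vector driving the NGFI-A reporter; 0% = median of COUP-TF2 test wells and 100% = reporter-only cells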
# NCOA1 inh: SRC1 coactivator transcriptional activity inhibitors, primary screen, cell-based, luminescence; 360,000 compounds, 0.12% hits; Nuclear receptor coactivator 1 (Homo sapiens), Q15788; inhibition, % at 3.6 µM; HEK293 GAL4-SRC1 luciferase reporter;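 active = inhibition above the campaign mean plus 3 SD, with each screening campaign given its own cutoff, cut at about 60% in these data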;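 note: 0% = DMSO treated cells and 100% = gossypol at 36 µM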
# Target sequence (Q15788 whole entry, looked up, the tested form may be a part): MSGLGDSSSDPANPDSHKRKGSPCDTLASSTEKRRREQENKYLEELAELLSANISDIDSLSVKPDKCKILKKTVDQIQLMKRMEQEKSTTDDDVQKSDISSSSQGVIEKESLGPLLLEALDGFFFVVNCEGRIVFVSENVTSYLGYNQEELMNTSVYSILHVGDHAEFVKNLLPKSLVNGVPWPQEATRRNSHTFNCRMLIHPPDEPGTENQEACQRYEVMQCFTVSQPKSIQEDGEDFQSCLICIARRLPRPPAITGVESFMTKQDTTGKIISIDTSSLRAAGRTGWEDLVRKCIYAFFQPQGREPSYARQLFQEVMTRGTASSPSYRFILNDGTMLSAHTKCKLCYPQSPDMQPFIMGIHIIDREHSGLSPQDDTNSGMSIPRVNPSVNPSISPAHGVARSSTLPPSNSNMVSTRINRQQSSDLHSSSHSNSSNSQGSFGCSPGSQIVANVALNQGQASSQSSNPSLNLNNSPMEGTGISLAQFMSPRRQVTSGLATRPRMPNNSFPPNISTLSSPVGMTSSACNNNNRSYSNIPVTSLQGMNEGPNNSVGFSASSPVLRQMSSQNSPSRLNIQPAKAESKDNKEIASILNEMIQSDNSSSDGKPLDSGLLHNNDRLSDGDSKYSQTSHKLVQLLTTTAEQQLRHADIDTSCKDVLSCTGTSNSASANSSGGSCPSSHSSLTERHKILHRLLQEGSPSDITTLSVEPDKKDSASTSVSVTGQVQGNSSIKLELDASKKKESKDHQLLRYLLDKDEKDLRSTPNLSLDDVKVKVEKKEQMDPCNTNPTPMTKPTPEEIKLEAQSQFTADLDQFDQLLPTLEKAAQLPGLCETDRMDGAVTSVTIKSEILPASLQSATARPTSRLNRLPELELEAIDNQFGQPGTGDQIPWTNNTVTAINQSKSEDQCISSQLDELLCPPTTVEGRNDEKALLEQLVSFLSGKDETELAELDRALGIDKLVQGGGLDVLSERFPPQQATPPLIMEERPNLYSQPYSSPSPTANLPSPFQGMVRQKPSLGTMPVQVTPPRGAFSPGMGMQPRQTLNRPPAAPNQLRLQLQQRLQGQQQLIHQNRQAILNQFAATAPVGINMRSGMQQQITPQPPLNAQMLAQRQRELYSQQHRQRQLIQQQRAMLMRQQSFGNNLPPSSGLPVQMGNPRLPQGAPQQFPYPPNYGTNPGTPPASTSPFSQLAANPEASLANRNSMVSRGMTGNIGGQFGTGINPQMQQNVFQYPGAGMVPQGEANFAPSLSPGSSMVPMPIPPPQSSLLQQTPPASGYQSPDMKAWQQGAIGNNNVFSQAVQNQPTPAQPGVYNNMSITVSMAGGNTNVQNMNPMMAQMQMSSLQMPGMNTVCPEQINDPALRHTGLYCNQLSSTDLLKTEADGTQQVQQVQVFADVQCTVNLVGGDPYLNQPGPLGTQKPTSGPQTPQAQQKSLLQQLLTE
# TROY NFkB inh: inhibitors of TROY-driven NF-kB signaling, primary screen, Q293 LMP1-TROYcd cells, NF-kB luciferase, uHTS | Q293 LMP1-TROYcd NF-kB luciferase reporter, 4 h | inhibition, % at 10 µM | 360,000 compounds, 0.98% hits | AID 1347056, 2019;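 active = compounds whose plate-normalised and pattern-corrected inhibition of the luciferase reporter signal at the single screening dose is 50% or more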
# TWEAK-Fn14 inh: inhibitors of TWEAK-Fn14 signaling, primary screen, luciferase reporter cells, uHTS; TWEAK-stimulated Fn14 reporter cells, luciferase luminescence, 8 h; 360,000 compounds, 2% hits; inhibition, % at 10 µM; AID 1159606, 2016; in the data active = inhibition above about 50%
# Shn3 3UTR inh: reduction of Shn3 3'UTR firefly luciferase signal, primary screen, Schnurri-3 inhibitor project, cell-based, Clone20 osteoblasts, set 2 | inhibition, % at 12.5 µM | Clone20 osteoblast Shn3 3'UTR firefly luciferase, 24 h | 360,000 compounds, 0.52% hits;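 active = mean inhibition of at least 75% with every replicate also reaching 75%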;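 note: 0% = median of neutral control wells and 100% = pilot-screen positive control compound; some compounds past the cut are filed as inactive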
# CF NFkB inh: inhibitors of PAF-induced NF-kB signaling, primary screen, cell-based, GFP fluorescence, uHTS | KKLEB NF-kB-GFP reporter, GFP fluorescence overnight | inhibition, % at 5 µM | 360,000 compounds, 0.86% hits;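 active = at least 50% inhibition at 5 µM, scaled per plate between neutral and stimulator controls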;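 note: PAF is a Pseudomonas aeruginosa culture filtrate used as stimulus; plate controls were PAF-stimulated DMSO wells for no effect and unstimulated DMSO wells for full effect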
# C8 TRAIL sens: viability loss with TRAIL in NB7+C8 cells, primary screen, TRAIL sensitizer project, cell-based, ATPlite luminescence | inhibition (viability loss, TRAIL sensitization), % at 10 µM | 360,000 compounds, 1% hits;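 active = compounds causing at least 50% loss of cell viability in the single-dose screen, relative to plate controls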
# SRC3 inh: SRC3 coactivator transcriptional activity inhibitors, primary screen, cell-based, luminescence; Nuclear receptor coactivator 3 (Homo sapiens), Q9Y6Q9; HEK293 GAL4-SRC3 luciferase reporter; inhibition, % at 3.6 µM; 360,000 compounds, 0.17% hits; AID 588352, 2011;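 active = inhibition above a per-campaign cutoff, the mean of all compounds plus 3 SD, cut at about 60% in these data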;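 note: 0% = DMSO-treated cells and 100% = gossypol-treated cells at 36 µM; higher means less SRC3-driven luciferase light from the GAL4 reporter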
# LRH-1 inv ag: LRH-1 (NR5A2) inverse agonists, primary screen, cell-based, luminescence, HEK293T, StAR-luciferase reporter; AID 602396, 2012; 360,000 compounds, 0.13% hits; LRH-1 transfected, 24 h; inhibition, % at 3.6 µM; Nuclear receptor subfamily 5 group A member 2 (Homo sapiens), O00482;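 active = inhibition above the mean inhibition of all tested compounds plus 3 SD, cut at about 73% in these data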;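 note: 0% = DMSO wells and 100% = reporter-only cells lacking LRH-1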
# KKLEB cytotox: cytotoxicity in KKLEB CF airway cells, primary screen, cytotoxicity control for CF NF-kB inhibitor project, cell-based, uHTS, fluorescence assay plates | activity change (cytotoxicity), % at 5 µM | 360,000 compounds, 0.36% hits | KKLEB CF airway cells viability, ATPlite luminescence, overnight; stronger effect = lower value; cells stimulated with P. aeruginosa culture filtrate;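 active = corrected activity change at or below -50% at 5 µM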
# Active calls of the source: *; x = not tested or not shown.
Compound,LRH-1 inv ag,CF NFkB inh,NR2F2 inh,EBV LMP1 NFkB,TWEAK-Fn14 inh,Shn3 3UTR inh,NCOA1 inh,C8 TRAIL sens,TROY NFkB inh,KKLEB cytotox,SRC3 inh
N#C/C(=C/c1ccc(O)c([N+](=O)[O-])c1)C(=O)Nc1ccccc1,17,24,13,-9,14,-10,-15,10,1,6,-10
N#Cc1cc(-c2ccccc2)c[nH]c1=O,-13,4,13,-4,2,-5,-20,-10,-6,3,-6
COC(=O)/C(=C\Nc1ccccc1N)c1ncc(C(F)(F)F)cc1Cl,-130,3,-35,-17,-30,-55,-87,13,38,-2,-128
O=C(Cn1cc(S(=O)(=O)N2CCN(c3ccccc3F)CC2)c2ccccc2c1=O)NCCCN1CCCCCC1,11,7,20,2,3,37,-12,0,-4,-9,6
CC(C)C(NC=C1C(=O)OC(C)(C)OC1=O)C(=O)O (stereo unspecified),-4,10,7,1,-8,3,-1,1,0,2,-1
O=[N+]([O-])c1cc(/C=N\Nc2ccccn2)ccc1Cl,-11,-24,-2,2,10,-48,-2,-6,-23,3,-21
COc1ccc(N(CC(=O)N2CCC(Cc3ccccc3)CC2)S(C)(=O)=O)cc1,2,18,16,5,13,3,4,17,8,3,10
CC(c1ccccc1)n1cnc2ccccc21 (stereo unspecified),32,-12,1,-1,3,-1,8,-18,-5,5,18
COc1ccc(N2CCN(C(=O)c3ccc4c(c3)CC(c3ccccc3)OC4=O)CC2)cc1 (stereo unspecified),-6,10,-9,5,-2,-1,3,-4,-8,-16,8
COc1cccc(C(=O)Nc2ccc(NC(=O)C3CC3)nc2)c1,-16,8,-12,1,19,-13,3,2,1,-3,-11
CC(=O)Nc1ccc(CCCCc2ccccc2)cc1,6,-32,-13,-5,-19,41,-33,-1,-47,-2,-17
O/N=C/c1cc(Br)cc(Br)c1OCc1ccccc1,8,20,14,7,25,-2,0,9,8,-5,3
C=CCn1c(C)cc(C(=O)COC(=O)COc2ccccc2C#N)c1C,-3,4,-21,0,6,8,-1,0,-31,-9,-3
OC(c1cccnc1)c1cccs1 (stereo unspecified),3,0,3,-2,-10,-8,1,-20,-13,5,9
CN1CCN(C(=O)CCCOc2ccc(Cl)cc2Cl)CC1,14,10,0,6,-13,-2,-14,5,-2,3,11
CCN1C(=O)C(CC(=O)Nc2cc(C)ccc2C)SC1=Nc1ccc(S(N)(=O)=O)cc1 (stereo unspecified),16,11,-2,-15,13,4,-42,-5,10,-26,11
COc1ccc(C2=Nn3c(nnc3-c3ccncc3)SC2)cc1,29,72*,24,23,46,-9,54,14,33,-33,47
O=C(N/N=C/c1ccc(Br)s1)c1ccc([N+](=O)[O-])cc1,-5,-17,-15,7,-11,30,-1,16,0,8,26
CN1C(C(=O)c2ccccc2)=C(N)c2ccccc2S1(=O)=O,-1,-3,9,10,-13,3,-1,-16,0,5,12
NC(=O)c1nsc(C(=O)N(c2cccc(F)c2)C(C(=O)NC2CCCC2)c2ccc(O)cc2)c1N (stereo unspecified),0,-8,4,-3,2,1,-4,7,-5,-14,-9
CN(C(=S)NC(=O)C12CC3CC(CC(C3)C1)C2)c1ccc(O)cc1,17,18,-6,4,-11,-38,-26,16,-13,12,12
CCc1noc(C)c1C(=O)N1CCCC(CCC(=O)NCc2cccc(OC)c2)C1 (stereo unspecified),-6,-5,5,6,-14,-15,-1,-3,-29,0,9
CSC1=NSC2=NC(=O)/C(=C\c3cccs3)C(=N)N12,-63,-4,-13,-38,32,-105,-35,36,-6,22,-40
CCCCc1c(-c2ccc(Br)cc2)ncn1CCc1ccccc1OC,-9,x,11,x,39,x,x,41,45,x,x
O=C(CCc1ccccc1)Nc1ccc2c(c1)OCO2,-39,3,-30,-22,-5,-22,-19,5,-64,-5,-57
CN(C)CCCN(C(=O)c1cc2ccccc2oc1=O)c1nc2ccc(F)cc2s1,-4,-1,7,-24,0,-6,-20,-5,-2,-6,6
COc1cc2c(cc1OC)C(COc1ccc(F)cc1)N(C(=O)c1ccco1)CC2 (stereo unspecified),8,0,2,-6,-38,-5,-8,-18,17,-38,-6
COc1ccccc1/C=C/c1onc(C)c1S(=O)(=O)N1CCC(C(=O)NC(C)C)CC1,-11,-7,-7,-10,-18,9,1,-5,-2,-17,7
COc1cc(C)ccc1OCC(=O)Nc1nnc(C2CC2)s1,-43,19,-42,-8,3,-30,-20,-19,-56,2,-30
CC(C)(C)OC(=O)C[C@H]1C/C=C\C[C@H](CC(=O)NCCO)C(=O)NC[C@@H](c2ccccc2)OC1=O,2,15,8,-24,4,-3,-15,-11,-3,8,14
Cc1csc(=O)n1CC(=O)OC(C)C(=O)Nc1ccc(F)c(F)c1F (stereo unspecified),-8,-4,-7,-1,-7,-9,-28,-14,31,4,-3
CCCOc1ccc(-c2nc(-c3ccc([N+](=O)[O-])cc3)cs2)cc1,-1,-32,-2,5,-7,12,-3,-4,-52,18,-2
COc1ccc(N2CCN(C(=O)c3ccc(CS(=O)(=O)c4ccc(Br)cc4)o3)CC2)cc1,3,14,1,3,27,23,-15,7,17,-4,-1
CCCCCN(C(=O)CCC(=O)OCC(=O)c1cccc(OC)c1)c1c(N)n(CCCC)c(=O)[nH]c1=O,-4,-8,0,16,7,3,-3,-2,-26,-6,5
Cc1ccc(-c2cc(C(=O)NCCc3ccccn3)c3ccccc3n2)c(C)c1,4,-11,2,5,24,13,-17,2,-14,19,11
Fc1ccc(COc2ccc(Cl)cc2/C=N/Nc2nc(N3CCCC3)nc(N3CCCC3)n2)cc1,9,19,-19,2,-44,-19,-10,-1,-10,-27,13
O=S(=O)(c1cccc(-c2nc3n(n2)Cc2ccccc2-3)c1)N1CCCC1,0,-2,2,0,2,-12,-12,22,-38,2,-6
CC(C)NS(=O)(=O)c1ccc(CCC(=O)N2CCCCC2)cc1,12,11,10,-6,1,6,5,-5,10,12,2
Cc1cccn2c(=O)c3cc(C(N)=S)c(=N)n(CCCN4CCOCC4)c3nc12,2,-85,-13,-9,-1,-31,-10,-4,-3,11,-6
Cc1cc(C)cc(C(=O)NCCC(=O)NCc2cc(=O)n(C)c(=O)n2C)c1,4,-4,-14,55*,-11,-5,-1,-8,-19,-4,-4
O=C1CN(S(=O)(=O)c2ccc(Cl)cc2)CC(=O)N1CCc1ccccc1,9,17,-3,0,4,9,-6,-10,-13,-25,2
COc1ccc(Cl)cc1CN1CCN(c2nc(C)cc(C)c2C#N)CC1,-12,2,-3,6,2,1,10,-4,15,0,4
Cc1ccc(S(=O)(=O)N2[C@@H](c3ccc4c(c3)OCO4)C(C(=O)O)=C[C@H]2C(C)(C)C)cc1,1,-18,1,-1,12,-18,-5,2,-9,16,-12
COc1ccc(C(CC(=O)c2ccccc2)C2CCCCC2=O)cc1 (stereo unspecified),10,-5,2,11,4,-1,-5,9,-1,-15,-6
COc1ccccc1N(CC(O)CN1C(C)CCCC1C)S(=O)(=O)c1ccccc1 (stereo unspecified),-12,12,-6,0,-13,1,-2,39,1,0,10
COC(=O)COc1ccc(S(=O)(=O)Nc2ccccc2C(=O)OC)cc1,22,2,13,-16,-4,-8,-9,-9,-1,2,-2
Cc1c(NC(=O)COC(=O)c2ccccc2Cl)c(=O)n(-c2ccccc2)n1C,-6,-6,-11,-4,34,-6,8,-12,-11,-2,-2
O=C1NCCCC1C(=O)NCCN1C(=O)CCC1=O (stereo unspecified),24,-1,-13,-12,12,-4,-10,-10,-8,5,8
Oc1c(CN2CCN(c3ccccc3)CC2)cc(Br)c2cccnc12,5,3,12,59*,-48,92*,4,27,-28,-4,-7
O=C(Nc1c(F)cccc1F)c1cnc(N2CCN(c3ccccn3)CC2)c2ccccc12,46,-27,29,14,60*,43,15,22,36,-5,32
O=C(O)c1cc(C(=O)C2CC2)c[nH]1,12,8,8,-9,-6,3,5,-4,-7,-7,15
O=C(Nc1nc(-c2ccc(Cl)cc2Cl)cs1)c1ccc(OCC2CCCO2)cc1 (stereo unspecified),-9,-1,14,-5,46,28,23,33,23,-16,24
COC(=O)c1ccc2nc(-c3ccc(C)cc3)c(CC3CCCCC3)n2c1,-27,15,-19,x,-7,-14,-46,6,-25,0,-32
Cc1cccc(CCN2C(N(C)C)=NC[C@@H]2C)c1,10,-7,-1,-3,-13,-10,-28,-4,-13,4,3
Cc1ccc(S(=O)(=O)N2CCCOC2CNC(=O)C(=O)NCc2ccncc2)cc1 (stereo unspecified),-4,-14,5,3,-2,-20,1,-7,8,13,9
O=C(CSc1nnc(-c2ccccc2F)o1)N1CCCC1,-32,-14,-18,-15,-7,-25,-19,-9,-30,6,-44
O=C(c1ccc2nc(N3CCOCC3)sc2c1)N1CCN(C(=O)c2ccco2)CC1,-6,5,1,3,6,-6,2,-13,14,-7,1
O=c1oc(CCCO)cc2ccc(/C=C/c3cccc([N+](=O)[O-])c3)cc12,-40,-1,-40,-17,-34,-97,-125,7,-28,-17,-115
CCN(CC)C(=O)c1cn(-c2cccc(OC)c2)c(=O)c2ccccc12,13,4,1,-3,-4,-14,-77,0,-7,9,11
OCC[C@@H]1C[C@H](O)[C@@H](O)[C@@]2(OCc3ccc(CO)cc32)O1,-3,-2,-8,x,-2,1,8,-6,6,0,-4

# Other structures:
Compound,LRH-1 inv ag,CF NFkB inh,NR2F2 inh,EBV LMP1 NFkB,TWEAK-Fn14 inh,Shn3 3UTR inh,NCOA1 inh,C8 TRAIL sens,TROY NFkB inh,KKLEB cytotox,SRC3 inh
CCCC1C2C(=O)N(c3ccccc3)C(=O)C2ON1c1ccccc1 (stereo unspecified),-3,10,21,-1,6,-19,-5,-11,-6,-2,2
Cc1ccc(CCN2CC(C(=O)NC3CCCC3)CC2=O)cc1 (stereo unspecified),-5,-4,-3,-3,13,-3,-22,1,14,0,0
CS(=O)(=O)c1ccc(Cl)c(C(=O)Nc2ccc3nc(N4CCOCC4)sc3c2)c1,-7,24,-30,-7,-17,-33,-26,0,-8,-8,-29
COc1ccc(C2C(C(=O)c3cccs3)=C(O)C(=O)N2c2cccc(C)n2)cc1OC (stereo unspecified),5,2,-14,-10,-6,-5,-8,-31,4,-5,26

# The list is partial; rates above refer to the full screens.
